PI4K2A block: PI4K2A (human) kinase inhibition; Q9BTU6; activity change, negative = inhibition, % at 76.9 µM; 420,000 tested, 0.13% active; purified PI4K2A, ADP-Glo luminescence, 1 h; active compounds read low; AID 1346378; in the data active = activity change below about -50%; inconclusive = mostly about -30% to -49%;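 also: -100% = wells without enzyme as full effect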
Target sequence (Q9BTU6 whole entry, looked up): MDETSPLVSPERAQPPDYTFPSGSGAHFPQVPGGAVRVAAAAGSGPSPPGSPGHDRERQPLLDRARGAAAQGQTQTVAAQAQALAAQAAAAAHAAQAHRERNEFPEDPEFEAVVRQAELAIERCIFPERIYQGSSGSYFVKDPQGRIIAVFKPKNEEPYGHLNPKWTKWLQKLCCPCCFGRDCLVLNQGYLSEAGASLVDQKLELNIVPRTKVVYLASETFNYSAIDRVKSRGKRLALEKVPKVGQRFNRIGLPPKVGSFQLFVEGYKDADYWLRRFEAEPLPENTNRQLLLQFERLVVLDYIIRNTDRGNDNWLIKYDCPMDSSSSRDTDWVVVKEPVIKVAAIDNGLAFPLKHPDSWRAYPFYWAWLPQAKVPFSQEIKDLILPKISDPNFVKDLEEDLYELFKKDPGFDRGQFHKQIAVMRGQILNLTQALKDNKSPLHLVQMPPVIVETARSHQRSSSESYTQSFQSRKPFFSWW
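Compounds are screened against recombinant PI4K2A using PI as substrate and ATP, the latter dispensed at 300 microM. Reactions run one hour at ambient temperature before ADP-Glo detection; full inhibition defined by wells lacking enzyme.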
GLS inh: glutaminase GLS (human) inhibition | 410,000 tested, 0.21% active | GLS enzymatic activity, qHTS titration | O94925 | Potency, µM (top dose mostly 45.5 µM), for inactives: at the highest dose activity change, negative = inhibition, hits mostly inhibitors; also: potency is read from the fitted curve at half-maximal effect; % is scaled to controls: 0 for no effect and ±100 for the full control effect
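Two-point fluorescence kinetic (t0, 30 min RT) for hKGA; glutamate detected via glutamate oxidase–HRP–Amplex Red. Substrate: 1 mM L-glutamine solution; buffer 45 mM KH2PO4, pH 8.2.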
Pol eta inh: inhibitors of human DNA polymerase eta. Q9Y253. recombinant Pol eta, fluorescent DNA replication assay. Potency, µM (highest dose often 114 µM), without a hit: at the highest dose activity change, negative = inhibition, most hits filed as inhibitors. 390,000 tested, 1.2% active; also: potency is read from the fitted curve at half-maximal effect; % is scaled to controls: 0 for no effect and ±100 for the full control effect
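Pol eta (10 nM) was preincubated with compounds for 15 min at room temperature, after which fluorescent replication substrate (50 nM final) was added to start the reaction. Fluorescence was read kinetically at 0 and 10 min.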
BAZ2B block: blocks human BAZ2B; Q9UIF8; AlphaScreen BAZ2B-H3K14Ac peptide displacement; Potency, µM (doses to about 114 µM), for inactives: at the top dose activity change, negative = inhibition, hits mostly inhibitors; 360,000 tested, 4.4% active; AID 504333; also: potency is read from the fitted curve at half-maximal effect; % is scaled to controls: 0 for no effect and ±100 for the full control effect; nearly all actives have a fitted effect of over 60% in size
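Inhibition is scored as reduced AlphaScreen emission. The BAZ2B/b-H3(5-23)K14Ac complex (50 nM each) in PBS pH 7.4, 0.01% Tween-20 meets compound (up to 110 uM) for 30 min at RT before bead addition.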
Pin1 inhibitor: inhibitors of human Pin1; Pin1 FP peptide displacement, HiFluor488, 10 min; 390,000 tested, 0.009% active; Q13526; Potency, µM (doses to about 115 µM), for the others: top-dose activity, negative = inhibition, hits mostly inhibitors; active = well fitted inhibition curve with a large enough effect in the polarisation, with a control signal flat, not every such curve was filed as active; inconclusive = small, poorly fitted or top-dose-only effect, or effect the other way, or a change in a side signal; inactive = no such curve, though single readings can be large or run the other way; the % refers to the polarisation; also: potency is read from the fitted curve at half-maximal effect; % is scaled to controls: 0 for no effect and ±100 for the full control effect
Target sequence (Q13526 whole entry, looked up): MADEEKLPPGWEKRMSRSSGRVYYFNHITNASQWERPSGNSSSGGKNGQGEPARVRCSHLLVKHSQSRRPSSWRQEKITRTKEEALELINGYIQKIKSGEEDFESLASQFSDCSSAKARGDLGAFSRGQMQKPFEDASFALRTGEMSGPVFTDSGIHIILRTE
G9a block: blocks human histone lysine methyltransferase G9a. 350,000 tested, 8.8% active. Q96KQ7. AID 504332. Potency, µM (top dose mostly 102 µM), without a hit: at the top dose activity, negative = inhibition, hits mostly inhibitors. G9a H3K9 monomethylation, AlphaScreen, 2 h; also: potency is read from the fitted curve at half-maximal effect; % is scaled to controls: 0 for no effect and ±100 for the full control effect; nearly all actives have a fitted effect of over 75% in size
Target sequence (Q96KQ7 913-1193 limits assumed): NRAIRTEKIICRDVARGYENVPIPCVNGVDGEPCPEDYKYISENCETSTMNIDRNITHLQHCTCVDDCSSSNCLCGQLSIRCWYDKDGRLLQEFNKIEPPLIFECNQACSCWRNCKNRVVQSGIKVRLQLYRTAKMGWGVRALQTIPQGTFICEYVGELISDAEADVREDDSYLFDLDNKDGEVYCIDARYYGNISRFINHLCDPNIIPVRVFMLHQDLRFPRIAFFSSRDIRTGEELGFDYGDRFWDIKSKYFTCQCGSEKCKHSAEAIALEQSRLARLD
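G9a (20 nM) was preincubated 15 min with compound, then reacted 2 h at room temperature with 500 nM biotin-H3K9 peptide and 20 µM SAM. Monomethyl-H3K9 detected by AlphaScreen using anti-H3K9me1 antibody.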
JMJD2A Tudor: JMJD2A Tudor domain (human) inhibition; O75164; Potency, µM (top dose mostly 114 µM), for the others: at the top dose activity change, negative = inhibition, actives largely listed as inhibitors; AID 504339; AlphaScreen JMJD2A-Tudor / H3K4me3 peptide binding; 390,000 tested, 4.4% active; also: potency is read from the fitted curve at half-maximal effect; % is scaled to controls: 0 for no effect and ±100 for the full control effect; nearly all actives have a fitted effect of over 50% in size
HP1b binding inh: blocks HP1-beta chromodomain binding to methylated histone tails. Potency, µM (series often up to 114 µM), without a hit: at the top dose activity change, negative = inhibition, usual class: inhibitors. P83916. AlphaScreen HP1-beta / biotin-H3K9me3 peptide binding. 390,000 tested, 0.56% active; also: potency is read from the fitted curve at half-maximal effect; nearly all actives have a fitted effect of over 70% in size; inactives centre near 23
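Compound inhibition of the preformed complex between 50 nM HP1-beta and 50 nM biotinylated H3K9me3 peptide was read by AlphaScreen. Buffer was PBS pH 7.4 with 0.01% Tween-20. Incubations ran 30 min at room temperature, with 10 ug/mL donor/acceptor beads.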
Tb PGK inh: T. brucei PGK inhibition; P07378; PGK/GAPDH coupled, Kinase-Glo luminescence, 60 min; AID 602233; Potency, µM (highest dose often 57.5 µM), inactives show at the top dose activity change, negative = inhibition, hits mostly inhibitors; 380,000 tested, 0.043% active; also: potency is read from the fitted curve at half-maximal effect; % is scaled to controls: 0 for no effect and ±100 for the full control effect; nearly all actives have a fitted effect of over 60% in size
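Recombinant glycosomal PGK reaction used 1,3-bisphosphoglycerate generated in-well by GAPDH (100nM final) in 100mM TEA pH 7.6, 5mM MgCl2, 0.01% Tween-20. After 60 minutes at room temperature, ATP was read by Kinase-Glo Plus luminescence end-point.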
The depositor's hits bear a star; i = inactive; ? = inconclusive; nt = not tested or not shown; & = joins results of further samples; [ ] = remark or other dose. Unless noted, calls follow the shape of the dose curve; as a rule, active = well fitted curve in the direction sought with a large enough effect; inconclusive = small, poorly fitted or top-dose-only effect, or another doubt; inactive = no such curve, though single readings can be large; an effect the other way counts as inactive or inconclusive.

PI4K2A block | GLS inh | Pol eta inh | BAZ2B block | Pin1 inhibitor | G9a block | JMJD2A Tudor | HP1b binding inh | Tb PGK inh | smiles
-3 | -7% | -13% | -11% | 1% | 25% | 2% | 41%[activator] | i | Cn1nccc1C(=O)N1CCN(S(=O)(=O)c2ccc(Br)s2)CC1
-2 | 4% | -16% | 5% | -5% | 15%[2.33 µM] | -14% | 7% | -1% | CC(NC(=O)c1ccc(F)cc1)c1nc2ccccc2n1Cc1ccccc1F (centres undefined)
0 | 1% | -6% | -34% | 0% | ? | -23% | 26% | -2% | C/C(=N/NC(=O)c1ccc(-c2ccccc2)cc1)c1cc(O)cc(O)c1
10 | 0% | 2% | -3% | -1% | 50%[12.7 µM] | -8% | 26% | -4% | CC(=O)Oc1cccc(N2C(=O)C3CC=CCC3C2=O)c1 (centres undefined)
-3 | -5% | -2% | -18% | 27% | -4%[0.501 µM] | -21%&-12% | 67%[activator] | i | CCNc1nc(C#N)nc2c1ncn2-c1cc(F)cc(F)c1
-6 | -2% | -8% | -5% | -10% | -2%[2.33 µM] | -29% | 57%[activator] | -4% | CCN1CCN(c2ccc(Cl)cc2NC(=O)c2ccco2)CC1
2 | 7% | -6% | -12% | 1% | 5% | -13% | 8% | 6% | COc1ccc(OCc2nnc(SCC(=O)Nc3cccc(Cl)c3)o2)cc1
-1 | 1% | -9% | nt | -2% | nt | 2% | 21% | -3% | Cc1ccc(NC(=O)COC(=O)C2=NNC(=O)CC2)c(Br)c1
-1 | 2% | -17% | 1% | 3% | 0% | -8% | 23% | 0% | O=C(OCc1ccccc1)/C(=C/c1ccccc1Cl)NC(=O)c1ccco1
-6 | 7% | -18% | -12% | 22% | 5%[59 µM] | -20% | 27%[57 µM] | -6% | COc1ccc(Cn2c(CNS(=O)(=O)c3ccc4c(c3)CCCC4)nc3cccnc32)cc1

Record cards (already shown). Order of values: PI4K2A block | GLS inh | Pol eta inh | BAZ2B block | Pin1 inhibitor | G9a block | JMJD2A Tudor | HP1b binding inh | Tb PGK inh
Cn1nccc1C(=O)N1CCN(S(=O)(=O)c2ccc(Br)s2)CC1 is entered as -3 | -7% | -13% | -11% | 1% | 25% | 2% | 41%[activator] | i
O=C(OCc1ccccc1)/C(=C/c1ccccc1Cl)NC(=O)c1ccco1 is entered as -1 | 2% | -17% | 1% | 3% | 0% | -8% | 23% | 0%
COc1ccc(Cn2c(CNS(=O)(=O)c3ccc4c(c3)CCCC4)nc3cccnc32)cc1 is entered as -6 | 7% | -18% | -12% | 22% | 5%[59 µM] | -20% | 27%[57 µM] | -6%

Carrying on.
PI4K2A block | GLS inh | Pol eta inh | BAZ2B block | Pin1 inhibitor | G9a block | JMJD2A Tudor | HP1b binding inh | Tb PGK inh | smiles
0 | -8% | -17% | -5% | -2% | -7% | -10% | 44% | -4% | CC(NC(=O)C(=O)N/N=C/c1ccccc1)c1ccccc1 (centres undefined)
2 | 1% | ? | 25µM* | ? | ? | 13µM* | ? | -5% | OC(CNCCc1ccc(C(F)(F)F)cc1)COC(c1ccccc1)c1ccccc1 (centres undefined)
0 | 4% | 4% | -38% | -2% | 2%[2.33 µM] | -21% | 11% | i | CC(=O)N1CCc2cc(S(=O)(=O)NC(C(=O)Nc3ccc4c(c3)OCCO4)C(C)C)ccc21 (centres undefined)
2 | 4% | -8% | -1% | -1% | ? | -23% | 22% | 7% | Cc1ccc(CN(C)C(=O)c2ccccc2NC(=O)c2ccccc2)o1
0 | -1% | -15% | 12% | 0% | -25%[59 µM] | -15% | 21% | -10% | O=C1NC(=O)C(=O)N1
0 | -5% | -5% | 4% | 0% | 41%[activator] | 7% | 12% | -4% | CC(C)NC(=O)NC(=O)CN1C(=O)NC2(CCc3ccccc3C2)C1=O (centres undefined)
2 | -1% | 0% | 7% | -5% | -4%[12.7 µM] | -21% | 34% | 10% | CC(n1cnnn1)C12CC3CC(CC(C3)C1)C2 (centres undefined)
0 | -5% | -4% | -30% | 0% | ? | -11% | 22% | -11% | Nc1nnc(SCCOc2cccc(Br)c2)s1
-3 | -3% | -7% | nt | nt | nt | nt | nt | -1% | CC1=C(C(=O)N(C)C)CC(CC(=O)NCCc2ccccn2)C(=O)N1CCC1=CCCCC1 (centres undefined)
-7 | 4% | -10% | 2% | -2% | 33%[activator][59 µM] | 4% | 30% | -7% | Cc1nn2c(=O)cc(COC(=O)c3ccccc3NC(=O)C3CCCCC3)nc2s1
-5 | -24% | -15% | -13% | 14% | -26%[59 µM] | -30% | 24% | -2% | Cc1ccc(NC(=O)CS(=O)(=O)c2nc(-c3ccc(C)cc3)cn2-c2ccc(C)cc2)cc1
2 | 4% | -9% | -2% | -5% | 2%[59 µM] | -18% | 17% | -10% | Cc1nn(Cc2noc(C(=O)NC(C)c3ccccc3)n2)c(C)c1Br (centres undefined)
5 | -7% | -12% | 2% | 5% | 9% | -1% | 17% | -5% | COc1ccc(S(=O)(=O)N2CCN(C)CC2)cc1C(=O)N1CCCCC1
2 | 5% | -12% | -4%[57.1 µM] | 1% | 21% | -7% | 31% | 7%[11.5 µM] | O=C(NCCN1CCOCC1)c1csc2c1CCCCC2
13 | 1% | -17% | nt | nt | nt | nt | nt | 0% | O=C(c1ccc(S(=O)(=O)Cc2cc(F)ccc2F)c([N+](=O)[O-])c1)N1CCOCC1
5 | 1% | -16% | -11% | 2% | -14% | -15% | -10% | -6% | O=C(CCCNS(=O)(=O)c1ccc(Cl)c(Cl)c1)NCCc1ccccn1
0 | 20% | -19% | -10% | 10% | 1%[59 µM] | -12% | 41% | 3% | NNC(=O)[C@@H]1C[C@@H]1c1ccccc1
3 | -1% | -10% | -28% | 6% | 8.9µM* | -30% | -10% | 8% | COc1ccc(C(=S)N2CCN(c3ccccc3C)CC2)cc1
-5 | -1% | -9% | -1% | 0% | 45% | -5% | 51%[activator] | -2% | O=C1COc2ccc(S(=O)(=O)N3CCC(C(=O)NCc4ccccc4)CC3)cc2N1
-4 | -5% | -9% | 0% | -5% | -6%[12.7 µM] | -14% | 35% | i | CCOc1ccc(N(C(=O)c2snc(C(N)=O)c2N)C(C(=O)NC2CCCC2)C(C)C)cc1 (centres undefined)
4 | 7% | -6% | 1% | 1% | 22% | -27% | 14% | 0% | Nc1cc(Cl)nc(N/N=C/c2ccccc2[N+](=O)[O-])n1
-9 | 1% | -7% | -5% | 0% | -6%[59 µM] | -10% | 16% | -8% | COc1ccc(-c2cc(=O)oc3cc(OCC(C)=O)ccc23)cc1
1 | -5% | -8% | -3% | -2% | 1% | 5% | 34%[activator] | -6% | CC(OC(=O)c1cccc(Cl)c1)C(=O)NC1CCCCC1C (centres undefined)
7 | -8% | -17% | -2%[57.1 µM] | -1% | 12% | -9% | 70%[activator] | -4% | O=C(c1ccc(Cl)cc1)N1CCCC(C(=O)N2CCCCC2)C1 (centres undefined)
0 | 4% | -13% | 2% | 3% | 0%[59 µM] | ? | 2% | -4% | CC1Oc2ccccc2OC1(O)c1ccc2ccccc2n1 (centres undefined)
-1 | 2% | -16% | 10% | -1% | 6% | -6% | 49%[activator] | -3% | CCOC(=O)CSc1cc(=O)n(C)c2cc(Cl)ccc12
-2 | 18% | -18% | ? | -8% | ? | ? | -6% | 9% | CCN1CCN(c2cc(SC(C)C)nc(-c3ccc(OC)cc3)n2)CC1
1 | 4% | -1% | 7% | -5% | 20%[12.7 µM] | -7% | 8% | -8% | COC(=O)c1nc2n(n1)C(c1ccc(OC)c(OC)c1)C(C(=O)OC1CCCCC1)=C(C)N2 (centres undefined)
-1 | 15% | -5% | -11% | -12% | 13% | -23% | -1% | -6% | CCCN(c1ccccc1F)S(=O)(=O)c1cc(-c2cc(C)no2)ccc1OC
-3 | 20% | -5% | -9% | 15% | 69%[activator][59 µM] | -11% | -3% | -8% | Cc1ccc2oc3nc(C)c(C(=O)Nc4cccc(C(F)(F)F)c4)cc3c(=O)c2c1
3 | 5% | -1% | 9% | ? | 13%[59 µM] | -4% | 12%[57 µM] | 5% | Cc1ccc(Cl)cc1NC(=O)Nc1cccc(OCc2cc(=O)n3ccccc3n2)c1
-2 | 18% | -20% | nt | 2% | nt | -3% | 21%[57 µM] | 3% | Nc1ccccc1-c1ccn[nH]1
-1 | -5% | -10% | 10% | 1% | 22% | 0% | 41%[activator] | -2% | C/C(=N/NC(=O)CN1CCN(Cc2ccccc2Cl)CC1)c1ccncc1
1 | 2% | -10% | nt | -4% | nt | -10% | 44%[activator] | -7% | COc1ccccc1C1=NOC(C)(c2sc(-c3ccccc3)nc2C)C1 (centres undefined)
2 | -2% | 0% | -36% | 1% | -10%[12.7 µM] | -4% | 19% | 2% | CC(=O)c1c(C)[nH]c(C(=O)OCC(=O)NCCc2ccc(F)cc2)c1C
2 | 4% | -21% | 35µM* | 27% | ? | -34%[57.1 µM] | ? | 10% | c1ccc2c(c1)CCN(c1nc(CN3CCOCC3)nc3sc4c(c13)CCCC4)C2
-12 | 6% | -14% | -25% | -8% | 50µM* | -2% | 43%[activator] | -4% | COc1cccc(C(=O)C[n+]2ccccc2/C=N/O)c1
0 | 11% | -19% | 5% | -3% | nt | -5% | 27% | 3% | CCN1CCN(S(=O)(=O)c2ccc(Cl)c(C(=O)Nc3nnc(CC(C)C)s3)c2)CC1
-5 | 5% | -4% | ? | 0% | ? | ? | -2% | i | CCOC(=O)/C(C(=O)Nc1ccc(Br)cc1)=C1/NC(C)(C)Cc2ccccc21
1 | ? | -8% | -34% | 41%[activator] | ? | -23% | 10% | i | O=C(O)CC/C(=N\Nc1ccc([N+](=O)[O-])cc1)c1ccccc1

Some of the compounds tested; count on the stated rates, not on these rows.
